Screening data (PubChem BioAssay)
MC4R antagonist: MC4R antagonists of cAMP signaling, primary screen, cell-based, TR-FRET, antagonist arm of biased-ligand search; hit rate 0.48% among 360,000; inhibition, % at 6.5 µM; Melanocortin receptor 4 (Homo sapiens), P32245; MC4R-expressing cells, MTII-stimulated cAMP, LANCE TR-FRET; AID 540295, 2011;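 active = inhibition above its plate's cutoff, the mean of tested wells on that plate plus 3 SD, cut at about 29% in these data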;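 note: 0% = Melanotan II alone and 100% = Melanotan II plus saturating MCL0020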
Target sequence (P32245 whole entry, looked up): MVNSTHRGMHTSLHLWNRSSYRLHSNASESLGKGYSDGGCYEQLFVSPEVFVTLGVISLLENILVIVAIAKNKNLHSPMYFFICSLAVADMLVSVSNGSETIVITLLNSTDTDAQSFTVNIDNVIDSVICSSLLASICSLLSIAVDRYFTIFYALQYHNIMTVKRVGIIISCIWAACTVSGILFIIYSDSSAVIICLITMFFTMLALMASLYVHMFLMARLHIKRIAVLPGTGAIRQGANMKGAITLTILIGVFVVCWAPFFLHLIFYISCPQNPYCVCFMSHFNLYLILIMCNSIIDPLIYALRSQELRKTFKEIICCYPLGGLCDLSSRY
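Test system: U2OS cells stably expressing human melanocortin 4 receptor (MC4R); also added: Melanotan II challenge; compound: 6.5 µM single dose; timing: 30-min compound preincubation, 1-h Melanotan II challenge, 1-h detection, room temperature; signal: Eu-cAMP/anti-cAMP TR-FRET, emission 671 nm; repeats: one well per compound, no replicates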
aDG glyco up: activators of alpha-DG glycosylation, primary screen, uHTS, Pro5-aDG cells, AlphaScreen. alpha-DG glycosylation AlphaScreen (IIH6); 0% Pro5, 100% B10-LARGE cell signal. activation, % at 10 µM. AID 624168, 2012. hit rate 0.22% among 360,000;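 active = activation of at least 8% versus controls, or a plate z-score of at least 8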;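 note: Pro5 are CHO cells carrying HIG-tagged alpha-DG that lacks glycosylation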
Glyco luc inh: increase of ERlucT glycosylation luciferase signal, primary screen, N-linked glycosylation inhibitor project, D54 ERlucT cells, luminescence, set 2 | AID 588692, 2011 | hit rate 0.23% among 360,000 | D54 ERlucT glycosylation luciferase reporter, 24 h; percent of 100 nM tunicamycin response | reporter increase, % at 12.5 µM;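 active = mean luciferase reporter signal, scaled so untreated is 0 and the glycosylation-blocking control 100, at or above a set limit in every replicate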;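 note: luciferase carries N-glycosylation sites so blocking glycosylation raises the light; 0% = median of neutral control wells and 100% = median of 100 nM tunicamycin wells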
ABHD5 PLIN5 PPI: ABHD5-PLIN5 interaction inhibitors, primary screen, cell lysate, split luciferase complementation, luminescence; inhibition, % at 4 µM; Split G. princeps luciferase complementation, 4 h; hit rate 0.78% among 360,000;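 active = inhibition above the mean inhibition across every tested compound plus 3 SD, cut at about 22% in these data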;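 note: 0% = DMSO only wells and the 100% control is not disclosed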
NOD2-RIPK2 inh: NOD2-RIPK2 binding disruptors in cells, primary screen, fluorescence, CHO cells, BLA complementation. Receptor-interacting serine/threonine-protein kinase 2 (Homo sapiens), O43353. CCF4 ratio. inhibition, % at 4.98 µM. hit rate 0.38% among 360,000. AID 624267, 2012; in the data active = inhibition above about 21%;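 note: 0% = vehicle only and 100% = reference blocker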
Target sequence (O43353 whole entry, looked up): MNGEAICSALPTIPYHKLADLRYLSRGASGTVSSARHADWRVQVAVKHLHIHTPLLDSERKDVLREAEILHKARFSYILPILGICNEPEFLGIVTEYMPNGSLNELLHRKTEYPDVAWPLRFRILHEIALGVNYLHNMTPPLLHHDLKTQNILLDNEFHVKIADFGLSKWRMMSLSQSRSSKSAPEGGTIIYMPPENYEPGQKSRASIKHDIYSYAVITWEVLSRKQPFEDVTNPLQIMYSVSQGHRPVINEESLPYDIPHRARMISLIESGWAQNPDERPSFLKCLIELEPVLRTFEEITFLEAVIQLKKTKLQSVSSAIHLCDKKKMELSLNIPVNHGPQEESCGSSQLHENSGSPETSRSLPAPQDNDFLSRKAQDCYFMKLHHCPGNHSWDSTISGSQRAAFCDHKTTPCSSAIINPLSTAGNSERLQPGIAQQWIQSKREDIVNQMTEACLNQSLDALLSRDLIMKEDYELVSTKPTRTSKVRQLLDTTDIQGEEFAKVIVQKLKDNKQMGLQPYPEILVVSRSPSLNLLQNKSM
TLR9-MyD88 inh: inhibitors of TLR9-MyD88 association in cells, primary screen, cell-based, CHO, BLA complementation, fluorescence. AID 504734, 2011. hit rate 0.21% among 340,000. CCF4 FRET ratio. inhibition, % at 4.98 µM. Toll-like receptor 9 (Homo sapiens) + Myeloid differentiation primary response protein …;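 active = inhibition above the mean over all tested compounds plus 3 SD, cut at about 21% in these data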;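 note: 0% = DMSO only wells and 100% = clavulanate BLA inhibitor control wells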
Exocytosis inh: LAMP-1 surface exposure blockers, TALL-104 cells – cell-based, flow cytometry, MLPCN library, primary screen | TALL-104 LAMP-1 surface exposure; cells stimulated with thapsigargin and PMA | inhibition, % at 10 µM | hit rate 0.66% among 360,000 | AID 651702, 2012;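 active = inhibition above about 55%, limit read from the data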
MC4R ag barr: MC4R agonists recruiting beta-arrestin, primary screen, cell-based, luminescence, agonist arm of biased-ligand search. hit rate 0.98% among 360,000. AID 540308, 2011. activation, % at 8.9 µM. U2OS MC4R beta-arrestin complementation; percent of melanotan II response, DMSO zero;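 active = activation above a per-plate cutoff, the mean activation of sample wells on that plate plus 3 SD, cut at about 8% in these data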
Vif inh: HIV Vif self-association inhibitors, primary screen, imaging, HEK293T, single point; HEK293T cells, Vif self-association by quenched fluorescence, 24 h; inhibition, % at 7.49 µM; hit rate 0.35% among 340,000; AID 602346, 2012; in the data active = inhibition above about 50%, passing the limit was not always enough; note: some results filed as inactive read as strong as hits
ABCB6 inh 2: ABCB6 transporter inhibitors, primary screen, K562-ABCB6 cells, flow cytometry, MLPCN library; ATP-binding cassette sub-family B member 6 (Homo sapiens), Q9NP58; K562-ABCB6 porphyrin accumulation, 1 h; active compounds read low; fluorescence ratio to DMSO, % at 10 µM; hit rate 0.19% among 360,000; AID 602162, 2011;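 active = fluorescence ratio to DMSO below 75%, the collection mean minus 3 SD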;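 note: signal is porphyrin accumulated inside mitochondria; 100% equals median channel fluorescence of DMSO control wells; lower ratio means ABCB6 inhibition with less porphyrin fluorescence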
An asterisk follows results filed as active; / = not tested or not shown. Not all compounds are listed, so the mix of outcomes need not match the whole.

Values in the order: TLR9-MyD88 inh | MC4R antagonist | Vif inh | ABCB6 inh 2 | aDG glyco up | MC4R ag barr | NOD2-RIPK2 inh | Exocytosis inh | Glyco luc inh | ABHD5 PLIN5 PPI
CCN(Cc1ccc(NC(C)=O)cc1)CC1CCCN(CCc2cccc(OC)c2)C1 (stereo not given)
 : 10.7 | 4.6 | 5.1 | 98.0 | -0.2 | -0.3 | -4.2 | 50.8 | 0.2 | 0.5
Cc1nc2c(sc3nc(N4CCOCC4)c4c(c32)CC(C)(C)OC4)c(-c2ccc(Cl)cc2)c1C(=O)O
 : 7.1 | 27.7 | -2.4 | 143.0 | 0.0 | 0.0 | -4.8 | 10.1 | -2.4 | -5.8
Cc1ccc(NC(=S)N(CCCN2CCOCC2)Cc2ccco2)cc1C
 : 6.5 | 9.0 | -1.1 | 97.0 | 0.0 | -3.1 | 2.5 | -3.2 | -0.2 | 10.1
COc1ccc(CCNC(=O)CCOc2ccc(C(C)(C)C)cc2)cc1OC
 : -18.3 | 19.3 | -14.9 | 99.0 | 0.2 | -0.1 | -3.2 | 17.3 | -1.3 | 2.7
Cc1cc(NC(=O)CSc2nc(=O)n3cc(Cl)ccc3n2)no1
 : -0.8 | 4.6 | -7.7 | 102.0 | 0.1 | -0.9 | -2.6 | 15.6 | 1.7 | -1.6
CC(=O)Nc1ccc(N2CCOCC2)c([N+](=O)[O-])c1
 : -15.3 | 8.3 | -10.4 | 99.0 | -0.3 | 1.7 | -6.7 | 16.3 | 1.4 | 5.5
O=C(Nc1ccc2oc(-c3ccccc3)nc2c1)c1cc(-n2cnnc2)ccc1Cl
 : 3.5 | 22.0 | -2.8 | 99.0 | 0.9 | -2.0 | -13.5 | 18.9 | -1.0 | 8.5
O=C(c1ccc(CS(=O)(=O)c2ccc(Br)cc2)o1)N1CCCCCC1
 : 0.6 | 7.8 | -11.4 | 99.0 | -0.1 | 1.4 | 1.0 | 6.0 | -0.6 | -5.2
CCC(CO)Nc1nc(CN2CCCCC2)nc2scc(-c3ccccc3)c12 (stereo not given)
 : -5.5 | -4.4 | -1.7 | 98.0 | 0.4 | -1.4 | -4.5 | 3.7 | -3.5 | 6.4
COc1ccc(CCN2CCCC(CN(C)Cc3cccc(OC)c3)C2)cc1 (stereo not given)
 : 7.8 | -0.1 | 0.2 | 96.0 | 0.0 | -2.5 | 5.3 | 56.2* | 1.0 | 0.9
Cc1ccc(C(=O)Nc2ccccc2C(=O)N2CCCCC2C)cc1 (stereo not given)
 : -5.0 | 9.7 | 6.3 | 107.0 | -0.5 | -1.1 | -10.1 | -2.0 | -0.5 | 106.5*
CCOC(=O)N/N=C/c1ccc(F)cc1F
 : -4.0 | 9.2 | 4.8 | 101.0 | 0.0 | -1.3 | -4.6 | -7.4 | 2.4 | -1.5
CNC(=S)N1CCN(c2ccccc2OC)CC1
 : 2.3 | -3.9 | -1.9 | 99.0 | -0.2 | 1.4 | -2.3 | 0.4 | 0.5 | 0.1
CCCCC(=O)NC1(C(F)(F)F)C(=O)Nc2c1c(=O)[nH]c(=O)n2Cc1ccco1 (stereo not given)
 : -9.7 | 12.1 | / | 95.0 | -0.1 | 1.5 | -13.9 | -2.8 | 4.5 | -1.1
CCCCOCCCNC(=O)CC(C)c1ccccc1 (stereo not given)
 : -1.9 | 4.0 | -1.8 | 96.0 | -0.1 | -1.0 | -11.0 | 1.7 | 1.5 | -10.7
Cc1cccc(-n2c(C)n[nH]c2=S)c1C
 : 4.5 | -1.0 | 29.4 | 91.0 | 0.0 | -1.0 | -1.1 | -2.1 | 1.1 | -2.2
O=C(Cn1nc(-c2ccco2)ccc1=O)Nc1cc(Cl)ccc1Cl
 : 9.6 | -3.8 | 1.1 | 95.0 | 0.1 | 0.3 | -7.8 | -4.9 | 3.4 | 8.8
CCOC(=O)/C(C#N)=C/c1cn(CCC(=O)O)nc1-c1ccccc1
 : 6.6 | 6.1 | 0.3 | 99.0 | 0.0 | -0.8 | 9.7 | 1.7 | 2.5 | 3.8
O=C1NC(=O)C(c2cn(-c3ccccc3)nc2-c2ccc(F)cc2)N1 (stereo not given)
 : -1.9 | 3.7 | -9.5 | 97.0 | -0.3 | 0.7 | -0.7 | -0.7 | -0.2 | -0.8
CCOC(=O)C1(CC2CCCCO2)CCN(Cc2cc3ccccc3[nH]2)CC1 (stereo not given)
 : 0.2 | 22.1 | 5.3 | 106.0 | -0.3 | 2.3 | -12.5 | -0.9 | 0.1 | 7.1

Exocytosis inh: what is marked active above.
Values in the order: TLR9-MyD88 inh | MC4R antagonist | Vif inh | ABCB6 inh 2 | aDG glyco up | MC4R ag barr | NOD2-RIPK2 inh | Exocytosis inh | Glyco luc inh | ABHD5 PLIN5 PPI
COc1ccc(CCN2CCCC(CN(C)Cc3cccc(OC)c3)C2)cc1 (stereo not given)
 : 7.8 | -0.1 | 0.2 | 96.0 | 0.0 | -2.5 | 5.3 | 56.2* | 1.0 | 0.9

Remaining list, next part.
Values in the order: TLR9-MyD88 inh | MC4R antagonist | Vif inh | ABCB6 inh 2 | aDG glyco up | MC4R ag barr | NOD2-RIPK2 inh | Exocytosis inh | Glyco luc inh | ABHD5 PLIN5 PPI
C[C@@H]1CN(Cc2nnnn2CC(=O)NCCCn2cccn2)C[C@H](C)O1
 : -7.1 | 5.9 | 16.1 | 97.0 | 0.2 | 0.1 | 12.5 | -1.4 | 4.7 | -0.9
COc1ccccc1C(=O)COC(=O)CCN=C1NS(=O)(=O)c2ccccc21
 : 4.4 | 3.4 | 17.3 | 100.0 | -0.3 | -1.7 | -2.5 | -4.4 | 2.5 | -1.8
N#Cc1c(C(F)(F)F)cc(-c2cccs2)nc1SCc1ccc(Cl)nc1
 : -2.2 | 9.0 | / | 98.0 | 0.1 | 15.9* | 0.5 | -1.8 | -2.6 | -11.1
O=C(O)CCc1ccc(S(=O)(=O)Nc2ccccc2C(=O)NCCc2ccccc2)cc1
 : -6.2 | 0.8 | -11.2 | 98.0 | 0.0 | -2.6 | -6.0 | 39.6 | -1.7 | 6.8
CCOc1ccc(N2C(=O)CC(SCc3nc4ccccc4[nH]3)C2=O)cc1 (stereo not given)
 : 8.3 | 13.5 | -4.1 | 97.0 | -0.1 | -2.0 | 3.5 | 5.3 | -0.4 | -12.1
CC1CC(C)CN(C(=O)c2cccc(S(=O)(=O)N(C)c3ccccc3)c2)C1 (stereo not given)
 : -5.3 | 4.8 | -0.2 | 93.0 | 0.3 | -1.1 | -3.2 | 3.1 | -2.8 | 0.9
Cc1ccc(S(=O)(=O)N2CCOCC2)cc1N/N=C(\C#N)c1nc2ccccc2[nH]1
 : -5.0 | 0.2 | 1.9 | 104.0 | -0.5 | -0.2 | -17.2 | -1.8 | -2.0 | -0.3
CCCNC(=O)c1ccc(C2SCC(=O)N2Cc2ccccc2)cc1 (stereo not given)
 : 1.2 | 17.0 | 1.2 | 97.0 | -0.5 | -0.3 | -18.8 | 1.9 | -2.6 | 0.0
Cc1nn(C)c(C)c1S(=O)(=O)N(CC(=O)Nc1ccc2c(c1)OCO2)c1ccc(C(C)C)cc1
 : 3.2 | 8.0 | 0.6 | 102.0 | -0.1 | -1.0 | 0.5 | 1.1 | -2.7 | 0.9
COC(=O)c1ccc2nc(Nc3nc4c(F)cc(F)cc4s3)sc2c1
 : -6.5 | 7.2 | -1.4 | 98.0 | -0.1 | 5.9 | -5.8 | -3.9 | -12.8 | -0.9
CC(C)C[C@@]12C(=O)N(c3cccc(F)c3)C(=O)N1[C@H](c1ccc(Br)cc1)[C@@H]1C(=O)N(C(C)(C)C)C(=O)[C@@H]12
 : -2.6 | 9.5 | -10.2 | 98.0 | 0.4 | -0.5 | 0.1 | 76.7* | -5.2 | -7.7
CCCN1CCC(=O)N([C@H](COc2ccccc2)Cc2ccccc2)CC1
 : -26.1 | 5.1 | 31.6 | 105.0 | 1.0 | 1.6 | 14.1 | -5.2 | -1.2 | 1.2
COc1ccc(C)cc1-n1c(SCC(=O)N2CCOCC2)nc2ccccc2c1=O
 : -0.5 | 14.7 | / | 98.0 | 0.2 | -1.0 | 2.5 | 15.6 | 1.0 | -9.1
COc1ccc(CCNC(=O)CCC(=O)Nc2ccccc2[N+](=O)[O-])cc1OC
 : 0.1 | -1.3 | -3.4 | 99.0 | -0.1 | -0.3 | -10.4 | -8.5 | 3.0 | 3.5
COc1cc2c(cc1OC)-c1nnc(C)n1C1(CCCC1)C2
 : 11.4 | 3.9 | 2.0 | 100.0 | -0.1 | -1.7 | 0.5 | 1.1 | -0.4 | -13.8
CCC1(CC)Cc2ccccc2C(CC(=O)N2CCOCC2)=N1
 : -2.1 | -0.6 | -4.2 | 86.0 | 0.1 | 0.3 | -1.9 | 52.3 | 3.7 | 0.1
CC1=C(C(=O)OC2CCCCC2)C(c2ccc(F)cc2)NC(=O)N1 (stereo not given)
 : -0.2 | 9.3 | -6.9 | 98.0 | -0.1 | 1.3 | -2.4 | -12.8 | 2.0 | -0.5
CO/N=C/CC(=O)c1cnc(-c2ccccc2)s1
 : 8.0 | -8.1 | -2.0 | 89.0 | -0.2 | 0.3 | 2.7 | -3.6 | 2.5 | -3.3
Cc1ccc(C(=O)N/N=C\c2ccc(OC(=O)c3cccc(F)c3)cc2)cn1
 : -5.6 | -7.0 | -30.9 | 101.0 | 0.0 | -0.4 | -0.2 | -1.4 | 2.8 | -2.9
CS(=O)(=O)N(Cc1ccc(C(=O)N2CCc3ccccc3C2)cc1)c1ccccc1
 : -2.1 | 7.3 | 16.8 | 97.0 | 0.2 | -0.3 | 7.2 | -0.5 | -2.3 | 0.9
CC(=O)C1=C(C)NC(SCC(N)=O)=C(C#N)C1c1sccc1C (stereo not given)
 : 2.3 | 19.3 | -2.4 | 103.0 | 0.2 | 2.2 | -3.9 | 4.6 | -2.2 | 0.8
CSCCC(NC(=O)COc1ccccc1)C(=O)N(C)Cc1c(F)cccc1Cl (stereo not given)
 : 2.9 | 4.7 | -5.3 | 96.0 | -0.4 | -1.2 | -9.0 | -13.7 | -2.0 | 10.7

Rewritten with values ahead of the structure: entries from further up
TLR9-MyD88 inh,MC4R antagonist,Vif inh,ABCB6 inh 2,aDG glyco up,MC4R ag barr,NOD2-RIPK2 inh,Exocytosis inh,Glyco luc inh,ABHD5 PLIN5 PPI,compound
-5.0,0.2,1.9,104.0,-0.5,-0.2,-17.2,-1.8,-2.0,-0.3,Cc1ccc(S(=O)(=O)N2CCOCC2)cc1N/N=C(\C#N)c1nc2ccccc2[nH]1
-2.2,9.0,/,98.0,0.1,15.9*,0.5,-1.8,-2.6,-11.1,N#Cc1c(C(F)(F)F)cc(-c2cccs2)nc1SCc1ccc(Cl)nc1
